Compound activity: PubChem BioAssay, The Scripps Research Institute Molecular Screening Center
SRC3 TRFRET art: TR-FRET artefact, counter-screen to PPARgamma/SRC-3 agonist assay | TR-FRET ratio at 8 µM | PPARgamma/SRC-3 format; hits give high values | hit rate 0.39% among 99,000; in the data active = TR-FRET ratio above about 2000; note: inactives centre near 1600; reference of the scale not given here
SRC1 TRFRET art: TR-FRET artefact, counter-screen to PPARgamma/SRC-1 agonist assay | AID 1051 | hit rate 0.34% among 99,000 | TR-FRET detection artefact counter-screen, emission ratio; hits give high values | TR-FRET ratio at 8 µM; in the data active = TR-FRET ratio above about 2300; note: inactives centre near 1800; reference of the scale not given here
Numbers without * were called inactive. This is a subset (hit frequency here may not be typical).

smiles	SRC3 TRFRET art	SRC1 TRFRET art
CC1CCN(c2ccc(S(=O)(=O)NC3=NCCCCC3)cc2[N+](=O)[O-])CC1	1510	1859
CN(C)C(=O)c1cccn(Cc2ccc(C(F)(F)F)cc2)c1=O	1534	2031
CCCNC(=O)NC(=O)CSc1ccc(C)cc1C	1622	1622
COCC1CCN(C(=O)CCc2nnc(CCCCc3ccccc3)o2)CC1	1477	1737
COC(=O)COc1ccccc1/C=C1/NC(=O)NC1=O	1584	2012
O=C(/C=C/c1ccccc1)OCc1cncs1	1694	1782
Cc1ccc(C(=O)OCC(=O)NCc2ccco2)s1	1538	1565
CC(=O)N1CCN(CC(=O)Nc2ccc(SC(F)F)cc2)CC1	1808	1775
CCCCN(C(=O)CSc1nnc(-c2ccc(OC)cc2)n1C(C)C)c1c(N)n(Cc2ccccc2)c(=O)[nH]c1=O	1595	1728
COc1cc(CNc2ccc(CNc3ncn[nH]3)cc2)ccc1OCc1ccccc1	1581	1890
O=C(CNC(=O)Cc1ccccc1)NCC(=O)OCC(=O)c1ccc(F)cc1	1636	1705
COC(=O)C(C)Sc1ccc2nnc(CCNS(=O)(=O)c3ccc(C)cc3)n2n1 (stereo not drawn)	1600	1870
COc1ccc(-c2nnc(NC(=O)CSc3ccc(Cl)cc3)s2)cc1OC	1419	1642
O=Cc1c[nH]c2ccc(S(=O)(=O)N3CCOCC3)cc12	1685	1847
COc1ccc(C=O)cc1COc1ccccc1F	1471	1672
COC(=O)C1CCN(c2cc(Cl)nc(N)n2)CC1	1535	1844
CCCC(=O)C1=C(O)C(C(=O)OC)C(C)(C)CC1=NCCc1ccc(OC)c(OC)c1 (stereo not drawn)	1540	1777
COc1cc(CN2CCCC(CCC(=O)NCc3ccc(C)o3)C2)cc2c1OCO2 (stereo not drawn)	1729	1837
Cc1ccc(C)c(NC(=O)CN(C)C(=O)c2nn(C)c(=O)c3ccccc23)c1	1467	1703
COC(=O)c1cc2c(cc1NC(=O)CSCCc1ccccn1)OCO2	1739	1708
Cc1ccc(C2CC(=O)C(C=NCCN3CCN(C(=S)Nc4ccccc4)CC3)=C(O)C2)cc1 (stereo not drawn)	1678	1777
COc1cc(/C=N/Nc2nc(N3CCCCC3)nc(N3CCCCC3)n2)ccc1OC(=O)c1ccco1	1604	1945
COc1cccc(NCc2ccc([N+](=O)[O-])s2)c1	1706	2125
O=C1Nc2c(Br)cc(Br)c3cccc1c23	1379	1469
O=C1CCCc2oc3ccc(NS(=O)(=O)c4cccc5cccnc45)cc3c21	1491	1790
CCOC(=O)/C=c1\s/c(=C\c2ccc(C)cc2)c(=O)n1CC(=O)NCc1ccco1	1697	1725
CCOc1ccc(N(C(=O)c2cnccn2)C(C(=O)NC2CCCCC2)c2ccc(O)cc2)cc1 (stereo not drawn)	1431	1603
Cc1ccc(N2CCN(CCCN3C(=O)C4CCCN4C3=O)CC2)cc1 (stereo not drawn)	1601	2081
N#Cc1c(N2CCN(c3ccc(F)cc3)CC2)nc(N)c2c(N)nc3c(c12)CC(=O)N3C1CC1	1340	1808
CN(C)S(=O)(=O)c1cccc(-n2sc3ccccc3c2=O)c1	1467	1963

Reformatted: results already given.
Values run as follows: SRC3 TRFRET art	SRC1 TRFRET art
> Cc1ccc(C)c(NC(=O)CN(C)C(=O)c2nn(C)c(=O)c3ccccc23)c1
 : 1467	1703
> COC(=O)c1cc2c(cc1NC(=O)CSCCc1ccccn1)OCO2
 : 1739	1708
> Cc1ccc(C2CC(=O)C(C=NCCN3CCN(C(=S)Nc4ccccc4)CC3)=C(O)C2)cc1 (stereo not drawn)
 : 1678	1777
> COc1cc(/C=N/Nc2nc(N3CCCCC3)nc(N3CCCCC3)n2)ccc1OC(=O)c1ccco1
 : 1604	1945

Rewritten with each value named: 4 of the compounds above.
COc1ccc(-c2nnc(NC(=O)CSc3ccc(Cl)cc3)s2)cc1OC
  SRC3 TRFRET art = 1419	SRC1 TRFRET art = 1642
CC1CCN(c2ccc(S(=O)(=O)NC3=NCCCCC3)cc2[N+](=O)[O-])CC1
  SRC3 TRFRET art = 1510	SRC1 TRFRET art = 1859
O=C1Nc2c(Br)cc(Br)c3cccc1c23
  SRC3 TRFRET art = 1379	SRC1 TRFRET art = 1469
Cc1ccc(C)c(NC(=O)CN(C)C(=O)c2nn(C)c(=O)c3ccccc23)c1
  SRC3 TRFRET art = 1467	SRC1 TRFRET art = 1703

(next part)
smiles	SRC3 TRFRET art	SRC1 TRFRET art
O=C(O)c1cccc(-c2nc3ccccc3[nH]2)c1	1471	1652
O=C(COc1ncnc2c(Cl)cc(Cl)cc12)Nc1cc([N+](=O)[O-])ccc1Cl	1570	2084
CCOC(=O)CSc1nc(=O)n2cccc(C)c2n1	1408	1530
COc1cc(OC)c(S(=O)(=O)Nc2ccccc2N2CCOCC2)cc1NC(C)=O	1621	1782
Cc1csc(N2CCCC2=O)n1	1809	1779
C=CCn1c(CCCOc2ccc(Cl)cc2Cl)n[nH]c1=S	1496	1996
COC(=O)c1ccc(C(=O)OC)c(NC(=S)N2CCCC(C)C2)c1 (stereo not drawn)	1469	1855
S=C(NC1CCCCC1)N1CCn2cccc2C1c1cccnc1 (stereo not drawn)	1184	1596
C=CCOC(=O)C(=O)/C=C/c1coc2ccccc2c1=O	1553	1572
Cc1cccc(Nc2nnc(SCC(=O)Nc3ccccc3[N+](=O)[O-])s2)c1C	1482	1755
O=C(Cn1cc2c(n1)CCCCC2)N1CCCCC1	1793	2003
O=C1CC2c3ccccc3C1C1C(=O)N(CCO)C(=O)C21 (stereo not drawn)	1516	1782
COc1ccc([N+](=O)[O-])cc1NC(=O)CSc1ccc2ccccc2c1	1570	2063
O=S(=O)(NCC1CCCO1)c1cnc(Cl)c(Cl)c1 (stereo not drawn)	1609	1672
COc1ccc(/C=N/NC(=O)CCSc2nc3ccccc3s2)cc1OC	1628	1923
c1ccc(Cc2nn[nH]n2)cc1	1368	1723
C#CC[N+](C)(C)CCCCCCCCCC	1517	1632
CCN(CC)S(=O)(=O)c1ccc(C(=O)Nc2ccc(Cc3ccncc3)cc2)cc1	1467	1851
COc1cc(/C=C/c2[nH]c(=O)[nH]c(=O)c2[N+](=O)[O-])ccc1OCCC(C)C	1437	1690
CCOC(=O)C1=C(C)NC(=O)NC1c1cn(-c2ccccc2)nc1-c1cccs1 (stereo not drawn)	1656	1610
CCOCCCNS(=O)(=O)c1ccc(NC(=O)c2ccc(OC)c([N+](=O)[O-])c2)cc1	1793	1856
CC(C)NS(=O)(=O)c1ccc(CCC(=O)N2CCCC2)cc1	1544	1605
Cc1ccc(Sc2c(C)nn(C(=O)C3CC3)c2C)cc1	1580	1916
O=C(c1cnc(N2CCN(c3ccccn3)CC2)c2ccccc12)N1CCN(c2cccc(Cl)c2)CC1	1765	2165
CCN(CC)CCCNC(=O)C1c2cc(OC)c(OC)cc2C(=O)N(C)C1c1cccnc1 (stereo not drawn)	1524	1833
O=S1(=O)CC2N=C(N(Cc3c(F)cccc3Cl)c3ccccc3F)SC2C1 (stereo not drawn)	1212	1609
O=C(CSc1ccccn1)Nc1ccc2ccccc2c1	1679	1865
COCCNC(=O)c1cnn2c(C(F)F)cc(-c3ccc(C)cc3)nc12	1464	1543
COc1ccc(C(=O)CSc2n[nH]c(=O)[nH]c2=O)cc1	1493	1647
CC(C)(C)C(=O)NC(=S)NCc1ccccc1	1584	2109
O=C(CCCC(=O)n1cnc2ccccc21)n1cnc2ccccc21	1333	1760
COc1ccc(NC(=O)CN2C(=O)C(C)SC(C)C2=O)c(OC)c1 (stereo not drawn)	1387	1458
CCCOc1ccc(-c2csc(N)n2)cc1[N+](=O)[O-]	1610	1961
COc1ccc(N2C(=O)C(CC(N)=O)N(NC(=O)CCc3ccccc3)C2=O)cc1 (stereo not drawn)	1294	1570
COc1cccc(CNC(=O)CN2C(=O)CSc3ccc(S(=O)(=O)N4CCCC4)cc32)c1	1569	1653
COc1ccc(CCNC(=O)c2cnc3ccccn3c2=O)cc1	1623	1796
CCCC(=O)Nc1nnc(SCC)s1	1339	1598
COc1ccc(C(O)Cn2c(=N)n(CCCN(C)C)c3ccccc32)cc1 (stereo not drawn)	1548	2026
Cc1cccc(Cn2nc(C)cc2NC(=O)CCCn2ccc([N+](=O)[O-])n2)c1	1696	1927
CC1=NN(c2ccccc2)C(=O)/C1=C\C=C1/N(C)c2ccccc2C1(C)C	1860	2047
O=C(Nc1ccc(S(=O)(=O)N2CCCC2)cc1)c1cccs1	1708	1834
Cc1ccccc1SCCNC(=O)c1ccccc1Br	1672	1769
S=c1[nH]nc(-c2ccco2)n1/N=C/c1ccc(Cl)c(Cl)c1	1773	1979
O=C(COc1ccccc1/C=C1\SC(=O)NC1=O)Nc1ccccc1	1717	1713
Cc1cc(NC(=O)CN(C)C)c([N+](=O)[O-])cc1C	1534	2160
COc1cccc(/C=N/NC(=O)c2cc3c(OC)cccc3[nH]2)c1OC	1817	1918
CCn1cc(/C=N\NC(=O)Cc2ccc([N+](=O)[O-])cc2)c(C)n1	1380	1898
CN(C)S(=O)(=O)c1cccc(C(=O)NC(=S)N(CCC#N)Cc2cccnc2)c1	1614	1762
O=C(NNc1nc2ccccc2s1)c1ccc(F)cc1	1637	1799
CNC(=O)c1sc(Nc2cc(C)ccc2C)nc1C	1395	1851
Cc1c(Cl)c([N+](=O)[O-])nn1CC(=O)N1CCCc2ccccc21	1558	1658
CCCCCNCC(=O)Nc1cc(C(F)(F)F)ccc1OCCOC	1461	1610
CCOC(=S)SCC(=O)Nc1nccs1	1630	1760
COc1ccc(C(C(=O)NCC2CCCO2)N(C(=O)CNC(=O)c2cccs2)c2ccc(C)cc2)cc1OC (stereo not drawn)	1866	2189
CC1CCCN(c2ccc(C(=O)Nc3cccnc3)cc2[N+](=O)[O-])C1 (stereo not drawn)	1733	2156
CCOC(=O)C(=O)c1csc(NC(=O)CCSc2ccc(C)cc2)n1	1734	1910
COCCNC(=S)NN=C1CCC(c2ccccc2)CC1 (stereo not drawn)	1602	1643
O=C(OCC(=O)c1ccc[nH]1)c1ccccc1	1542	1686
COc1cccc(CNC(=O)c2ccc(CS(=O)(=O)Cc3ccc(C)cc3)o2)c1	1729	2178
COc1ccc(-c2cc(-c3nnc(-c4ccncc4)o3)c3ccccc3n2)cc1	1705	1562

Additional structures follow.
smiles	SRC3 TRFRET art	SRC1 TRFRET art
C=CCN(c1ccccc1Cl)S(=O)(=O)c1cccc(C(=O)NCCc2ccc(OC)cc2)c1	1334	1665
Cc1ccc(CNC(=O)c2nn(C)c(C)c2[N+](=O)[O-])cc1	1584	1857
COc1ccc(CNCCC2(Cc3ccccc3)CC(C)N(C)CC2C)cc1OC (stereo not drawn)	1815	1708
C=CCn1nc(-c2ccccc2)c2c(C)onc2c1=O	1651	1679
Cc1sc(NC(=O)c2ccccc2)c(C(c2ccc(Cl)cc2)N2CCN(CCO)CC2)c1C (stereo not drawn)	1626	1666
CCC(NC(=O)c1ccc(C#CC2(O)CCCCC2)cc1)C(=O)O (stereo not drawn)	1508	1856
CCOC(=O)c1cccc(NC(=O)c2ccc(N(C)C)cc2)c1	1577	1976
CCOC(=O)c1sc(NC(=O)c2ccc(OC)cc2)nc1C	1830	1741
Cc1nn(-c2ccc(F)cc2)c(Cl)c1/C=C/C(=O)OCC(=O)Nc1c(F)c(F)c(F)c(F)c1F	1711	2183
Cc1ccccc1S(=O)(=O)c1cc2ccccc2nc1N	1329	1571
CCOc1ccc2nc(SCCNS(=O)(=O)c3ccccc3)sc2c1	1711	1935
COc1ccc(S(=O)(=O)N(C)C)cc1NC(=O)Cc1c[nH]c2ccccc12	1675	1869
CC1(C)CC(=O)C=C(C(=O)N2CCCC(C(=O)c3cccc(Cl)c3)C2)O1 (stereo not drawn)	1406	1933
CC1CCN(Cc2c(C(=O)O)nnn2-c2nonc2N)CC1	1598	1696
O=C(Nc1ccccc1)c1ccsc1	1492	1822
CCOc1ccc(/C=N/NC(=O)C(C)Sc2ccccn2)cc1OCC (stereo not drawn)	1613	1649
COc1cccc(CC(Cc2nc3ccccc3[nH]2)c2nc3ccccc3[nH]2)c1 (stereo not drawn)	1723	1950
O=C(NCC1CCCO1)C1CC1(c1ccccc1)c1ccccc1 (stereo not drawn)	1697	1893
COc1ccccc1-c1c(C)oc2c(CN3CCN(C)CC3)c(O)ccc2c1=O	1743	1838
CCOc1ccc2c(c1)c(N=O)c(O)n2C	1275	1707
C/C(=N\NC(=O)CCCOc1ccc(Cl)cc1C)c1ccc(C)o1	1522	1634
CC1=NN(c2ccccc2)C(=O)C1C(=O)c1ccccc1 (stereo not drawn)	1670	1929
Cc1cccc(NC2=C(Cl)C(=O)OC2OC(C)C)c1 (stereo not drawn)	1473	1651
